VEEV TC-83 Vero – inhibitors of VEEV TC-83 cytopathic effect, confirmation, Vero cells (AID 588727); Vero cells, VEEV TC-83 cytopathic effect inhibition; higher % means a stronger effect; one-dose inhibition, % at 20 µM; IC50 in µM for titrated hits; 350,000 tested, 0.13% active; in the data active means a potency from the dose series; inconclusive means inhibition mostly from about 14% at the one dose, without a potency; inactive means the rest, 99 in 100 with inhibition below about 12%; further: strong numbers were not always called active
tuberculosis growth – growth inhibition of non-replicating M. tuberculosis (AID 488890). 320,000 tested, 0.39% active. inhibition, % at 25 µM; hits with a dose series show IC50 in µM. Mycobacterium tuberculosis non-replicating, growth inhibition; higher % means a stronger effect; in the data active means a potency from the dose series; inconclusive means inhibition mostly from about 82% at the one dose, without a potency; inactive means the rest, 99 in 100 with inhibition below about 76%;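 further: plate controls were DMSO cells for no effect and high antibiotic wells for full effect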
Salmonella PhoP GFP – PhoP regulon inhibitors, Salmonella typhi PhoP promoter GFP reporter, confirmatory (AID 1850). Salmonella Typhi PhoP-promoter GFP reporter, fluorescence, 4 h; higher % means a stronger effect. one-dose inhibition, % at 50 µM; IC50 in µM for titrated hits. 310,000 tested, 0.33% active; in the data active means a potency from the dose series; inconclusive means inhibition mostly from about 25% at the one dose, without a potency; inactive means the rest, 99 in 100 with inhibition below about 19%;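 further: 0% = induced wells with vehicle and 100% = uninduced wells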
H37Rv inhibition – M. tuberculosis growth inhibition, HTS (AID 449762) | inhibition, % at 25 µM; hits with a dose series show IC50 in µM | 330,000 tested, 0.59% active | M. tuberculosis H37Rv growth inhibition, 7H9 media; higher % means a stronger effect; in the data active means a potency from the dose series; inconclusive means inhibition above about 70% without an active follow-up result;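 further: bacterial growth assessed after seven days of incubation; strong numbers were not always called active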
H1N1 NS1A inhibition – H1N1 influenza NS1A inhibitors, functional cell based assay (AID 504329); one-dose inhibition, % at 12.5 µM; IC50 in µM for titrated hits; NS1A functional cell-based assay, percent inhibition; higher % means a stronger effect; 340,000 tested, 0.3% active; in the data active means a potency from the dose series; inconclusive means inhibition above about 27% without an active follow-up result; further: strong numbers were not always called active
* = called active by the depositor; i = inactive; u = inconclusive; x = no result given. This is a random part of the collection. Share with any hit: about 1.5%.

# | SMILES | VEEV TC-83 Vero | tuberculosis growth | Salmonella PhoP GFP
1 | O=c1cc(-c2ccccc2)oc2ccc(Br)cc12 | 0.1% | 10% | x
2 | CCOC(=O)C1=NN(C(=O)c2ccco2)C2(CC2)C1 | 1.0% | -7% | -3%
3 | CCN(CC)C(=O)CN1CCN(c2ncccn2)CC1 | 1.0% | -4% | -4%
4 | COc1ccc(/C=C/C(=O)OCc2nc3ccccc3c(=O)[nH]2)c(OC)c1 | 0.7% | 5% | -1%
5 | COc1ccc(NC(=O)NC(=O)c2ccccc2)cc1 | 1.0% | -14% | -13%
6 | Cc1ccc(F)cc1CNC(=O)c1cc(COc2ccc3ncccc3c2)on1 | 8.3% | 25% | 8%
7 | O=C(COC(=O)c1ccccn1)NCc1ccc(Cl)cc1Cl | 0.3% | -4% | x
8 | O=C(Nc1ccc(Cl)cc1)C1CCN(C(=O)c2cccs2)CC1 | 1.7% | -4% | 10%
9 | COc1ccc(N(C)S(=O)(=O)c2cccc(C(=O)NC3=NCCS3)c2)cc1 | 11% | 30% | -6%
10 | CCCCN(CC)CCCNC(=O)c1cn(-c2ccc(OC)cc2)c(=O)c2ccccc12 | i | -1% | 1%
11 | COc1cc(NC(=O)c2ccco2)c(OC)cc1NC(=O)CCC(=O)Nc1cccc(C)c1C | 3.6% | 13% | -2%
12 | CC(=O)Nc1sc(N/N=C\c2ccccc2Cl)nc1-c1cccs1 | 0.2% | u | -5%

# | H37Rv inhibition | H1N1 NS1A inhibition
1 | -4% | 2%
2 | 5% | -5%
3 | -12% | -8%
4 | -1% | 2%
5 | -5% | -3%
6 | 29µM* | x
7 | -5% | -5%
8 | -8% | 1%
9 | 5% | 0%
10 | 4% | -22%
11 | 1% | -6%
12 | -4% | -5%

Rewritten screen by screen: part of the list above.
[2] CCOC(=O)C1=NN(C(=O)c2ccco2)C2(CC2)C1
[3] CCN(CC)C(=O)CN1CCN(c2ncccn2)CC1
[4] COc1ccc(/C=C/C(=O)OCc2nc3ccccc3c(=O)[nH]2)c(OC)c1
[5] COc1ccc(NC(=O)NC(=O)c2ccccc2)cc1
[6] Cc1ccc(F)cc1CNC(=O)c1cc(COc2ccc3ncccc3c2)on1
[7] O=C(COC(=O)c1ccccn1)NCc1ccc(Cl)cc1Cl

entry no. | 2 | 3 | 4 | 5 | 6 | 7
VEEV TC-83 Vero | 1.0% | 1.0% | 0.7% | 1.0% | 8.3% | 0.3%
tuberculosis growth | -7% | -4% | 5% | -14% | 25% | -4%
Salmonella PhoP GFP | -3% | -4% | -1% | -13% | 8% | x
H37Rv inhibition | 5% | -12% | -1% | -5% | 29µM* | -5%
H1N1 NS1A inhibition | -5% | -8% | 2% | -3% | x | -5%

Other compounds
# | SMILES | VEEV TC-83 Vero | tuberculosis growth | Salmonella PhoP GFP
13 | C=CCN1CCN(c2ccncc2S(=O)(=O)N2CCOCC2)CC1 | 1.1% | -20% | 19%
14 | COc1ccccc1NC(=O)c1cc(S(=O)(=O)NCc2ccccc2)ccc1F | 1.4% | 4% | -2%
15 | Cc1cccc(N(CC(=O)NC(C)(C)C)C(=O)CNC(=O)c2cccs2)c1C | 0.7% | 0% | 10%
16 | S=C1SCN(Cc2ccccn2)CN1Cc1ccco1 | 34% | 51% | 16%
17 | C=CCCN([C@@H](C)C(=O)OC)S(=O)(=O)c1ccccc1Br | 0.6% | -8% | 7%
18 | CCN(Cc1cc(=O)n2ccsc2n1)Cc1nc2ccccc2c(=O)[nH]1 | 6.7% | -1% | 4%
19 | CC(C)CC(c1nnnn1Cc1ccc(F)cc1)N1CCC(C(N)=O)CC1 (stereo not given) | 1.2% | 12% | -5%
20 | O=C(COc1ccccc1[N+](=O)[O-])Nc1ccc(Br)cc1 | 0.1% | 2% | -8%
21 | Cc1cc(OC(=O)c2cc(Cl)nc3ccccc23)ccc1Cl | 2.8% | 75% | -5%
22 | CC(C)CCNC(=O)c1ccc(-n2cnc3cccnc32)cc1 | 2.2% | 3% | -4%
23 | CCOC(=O)Nc1c2ccccc2nc2ccccc12 | 2.8% | 6% | -6%
24 | C=CCN(c1cccc(C(F)(F)F)c1)S(=O)(=O)c1cccc(C(=O)OCC(=O)Nc2ccccc2)c1 | i | 6% | 0%

# | H37Rv inhibition | H1N1 NS1A inhibition
13 | -2% | -1%
14 | -4% | -7%
15 | 18% | 5%
16 | u | -3%
17 | 7% | 11%
18 | 27% | -3%
19 | -3% | -12%
20 | 8% | -10%
21 | 50% | -1%
22 | 7% | -12%
23 | 6% | -23%
24 | -5% | -5%

Next part.
# | SMILES | VEEV TC-83 Vero | tuberculosis growth | Salmonella PhoP GFP
25 | CNC(=O)COC(=O)/C=C/c1ccc(F)cc1 | 1.8% | 11% | -2%
26 | O=C(COc1ccccc1Cl)NC(=O)NC1CCCC1 | 1.4% | 26% | 10%
27 | COc1ccc(/C=C/C(=O)O)cc1S(=O)(=O)N1CCC(C)CC1 | 0.1% | 5% | 3%
28 | COc1ccc(-c2nc3scc(-c4ccccc4)n3n2)cc1 | 0.9% | 0% | 21%
29 | CC(C)(C)c1cc(CP(=O)(c2ccccc2)c2ccccc2)cc(C(C)(C)C)c1O | u | 44% | -5%
30 | CC(C)C[C@H](NC(=O)C1CCC(CNC(=O)[C@@H]2CCCN2C(=O)OC(C)(C)C)CC1)C(=O)O (stereo not given in full) | 1.1% | -1% | 2%
31 | COc1ccc2ccc(O)c(CN(C)CC(=O)Nc3ccccc3C(F)(F)F)c2c1 | 2.1% | u | -3%
32 | COc1ccc(CSc2nc3ccccc3c(=O)[nH]2)cc1F | 2.1% | 6% | 4%
33 | CCN(CC(=O)NC1CCS(=O)(=O)C1)Cc1nc2c(Br)cc(Br)cc2c(=O)[nH]1 (stereo not given) | 2.4% | 9% | -1%
34 | CN1CCN(c2ccc(NC(=O)c3cc(S(N)(=O)=O)ccc3N3CCOCC3)cc2)CC1 | 0.1% | -2% | x
35 | Cc1ccc(NC(=O)CCSc2ccccc2)c(C)c1 | i | 41% | 15%
36 | Cc1ccc(S(=O)(=O)N(C)c2ccc(C(=O)Nc3cccc(C)n3)cc2)cc1 | 9.3% | 13% | -5%

# | H37Rv inhibition | H1N1 NS1A inhibition
25 | 3% | 3%
26 | 10% | -5%
27 | 0% | 2%
28 | 1% | -10%
29 | -22% | 2%
30 | 5% | -6%
31 | -3% | 1%
32 | 2% | -10%
33 | 3% | 9%
34 | -7% | 3%
35 | 11% | 11%
36 | 3% | -15%

Additional compounds follow.
# | SMILES | VEEV TC-83 Vero | tuberculosis growth | Salmonella PhoP GFP
37 | C=CCN1C(=O)C2C(C(=O)NC3CCCC3)C3C=CC2(O3)C1C(=O)NC1CCCC1 (stereo not given) | 1.0% | -9% | 7%
38 | COc1ccc(C(C)NC(=O)c2ccccc2)cc1 (stereo not given) | 0.1% | 70% | -7%
39 | COc1cc(S(=O)(=O)NCc2ccc(F)cc2)ccc1-n1cnnn1 | 0.0% | -2% | 4%
40 | O=C(CSc1nnc(CCc2nc3ccccc3[nH]2)n1-c1ccccc1)NCc1ccco1 | 2.4% | 8% | 4%
41 | CC(=O)Cc1nsc(NC(=O)c2ccc(-c3ccc(Cl)cc3Cl)o2)n1 | i | 22% | 15%
42 | COc1ccc(NC(=O)CN(C)C(=O)CC2CCCC2)cc1 | 0.3% | 1% | 1%
43 | CCc1cc(=O)oc2cc(C)cc(OCC(=O)NCc3cccnc3)c12 | 0.3% | -3% | 6%
44 | COc1ccc(-n2nc(C(=O)O)nc2-c2ccccc2)cc1 | 0.1% | -8% | -2%
45 | NC(=O)CC12CC3CC(C1)CC(CC(N)=O)(C3)C2 | 3.8% | -3% | 6%
46 | Cc1cc(C)n2c(SCC(=O)N(CC(C)C)c3c(N)n(CC(C)C)c(=O)[nH]c3=O)nnc2n1 | 0.8% | 4% | 0%
47 | COc1ccc(N2CN=C3SCC(=O)N3C2)cc1 | 2.2% | 51% | -5%
48 | CCOC(=O)C(CC)Sc1nnc2c3cc(C)ccc3n(C)c2n1 (stereo not given) | 8.1% | 43% | -2%

# | H37Rv inhibition | H1N1 NS1A inhibition
37 | 4% | -6%
38 | 4% | 6%
39 | 6% | 1%
40 | 0% | 0%
41 | -2% | 1%
42 | -5% | 9%
43 | -13% | 10%
44 | -14% | -5%
45 | -12% | 8%
46 | -6% | -2%
47 | >100µM* | 2%
48 | 3% | 5%

(further entries)
# | SMILES | VEEV TC-83 Vero | tuberculosis growth | Salmonella PhoP GFP
49 | CC(=O)N(OCc1ccc(OC(C)C)c(Cl)c1)C(C)=O | 0.9% | -5% | -4%
50 | Cn1cccc1Cc1nnc(SCC(=O)Nc2ccc3c(c2)OCCO3)n1-c1ccc(F)cc1 | 1.2% | 23% | 3%
51 | COc1ccc(C(O)(CCN2CCOCC2)c2ccccc2)cc1 (stereo not given) | 0.1% | -19% | -6%
52 | CC1CCN(C(=O)CC#N)CC1 | 1.6% | -8% | -10%
53 | CCOc1ccc(OCCC(=O)OCC(=O)NC(C)c2ccccc2)cc1 (stereo not given) | 0.9% | 17% | 7%
54 | CN(CC(=O)NNC(=O)CNC(=O)c1ccccc1F)S(=O)(=O)c1ccc(Cl)cc1 | 0.9% | 12% | x
55 | O=C(N/N=C/c1ccccc1[N+](=O)[O-])c1ccc2nc[nH]c2c1 | 2.1% | -13% | -12%
56 | O=C(CN1C(=O)CSc2ccccc21)N1CCc2ccccc21 | 0.7% | 46% | -3%
57 | COc1ccc(NC(=O)c2cc(=O)[nH]c(=O)[nH]2)cc1S(=O)(=O)Nc1ccccc1Cl | 2.7% | 0% | 0%
58 | O=C(NCCS(=O)(=O)N1CCN(c2ccccc2F)CC1)c1ccc(Cl)cc1 | 1.7% | -10% | -4%
59 | O=C(CN1C(=O)c2ccc(Br)cc2C1=O)NCC1CCCO1 (stereo not given) | 2.3% | -11% | -8%
60 | CCCCc1nnc(NC(=O)CN2C(=O)NC3(CCCCC3)C2=O)s1 | 0.1% | -17% | 1%

# | H37Rv inhibition | H1N1 NS1A inhibition
49 | 1% | -10%
50 | 0% | 0%
51 | 0% | -11%
52 | 10% | 3%
53 | 41% | -8%
54 | 1% | 4%
55 | 14% | -17%
56 | 0% | 0%
57 | -6% | 0%
58 | 3% | -2%
59 | -1% | -3%
60 | -12% | -6%

The listing continues:
# | SMILES | VEEV TC-83 Vero | tuberculosis growth | Salmonella PhoP GFP
61 | O=C(NCCc1ccccc1)C1CCCN1S(=O)(=O)c1ccc(Cl)cc1 (stereo not given) | i | -7% | 7%
62 | COc1ccc(-c2noc(C3CCCN(C(=O)c4cccc(F)c4)C3)n2)cc1 (stereo not given) | i | 37% | -7%
63 | COc1cc(OC)cc(-c2c(-c3cccs3)c3cc(-c4ccn[nH]4)ccc3n2C)c1 | 3.9% | 29% | x
64 | COc1ccc(OC)c(/C=C2\NC(=O)NC2=O)c1 | 1.5% | 2% | -1%
65 | COCCNC(=O)Cn1c(=O)n(Cc2ccc(C(=O)NCCc3ccc(OC)c(OC)c3)cc2)c(=O)c2ccccc21 | 1.1% | 11% | -8%
66 | CCS(=O)(=O)Nc1cccc(-c2ccc3nnc(-c4cccnc4)n3n2)c1 | 9.9% | 7% | -3%
67 | CCCn1c(=O)c2[nH]c(-c3ccc(OCC(=O)Nc4ccc(C#N)cc4)cc3)nc2n(CCC)c1=O | 8.4% | 0% | 1%
68 | Cc1nc2cc(NC(=O)Nc3ccccc3Cl)ccc2n1C | 0.9% | -3% | u
69 | O=C(NCc1ccccn1)c1ccc(Cl)c(S(=O)(=O)N2CCOCC2)c1 | i | 5% | -7%
70 | CCC(C)NC(=O)c1c(N)n(CCCOC)c2nc3ccccc3nc12 (stereo not given) | i | 21% | 0%
71 | CCCOc1ccc(NC(=O)CC2C(=O)OCC3CCCCN32)cc1 (stereo not given) | 2.3% | 36% | x
72 | CN(Cc1nccn1C)C(=O)c1cc(COc2cccc(C(F)(F)F)c2)on1 | i | 25% | 2%
73 | C=C(C)c1cccc(C(C)(C)NC(=O)N2CCC(C(N)=O)CC2)c1 | 0.2% | 9% | -3%
74 | CC(=O)c1c[nH]c(C(=O)NC2CCCCCC2)c1 | 2.2% | -6% | -7%
75 | O=C(Cc1ccccc1[N+](=O)[O-])NNC(=O)c1ccncc1 | 2.1% | -17% | x

# | H37Rv inhibition | H1N1 NS1A inhibition
61 | -6% | 3%
62 | 4% | 2%
63 | u | -2%
64 | -7% | -4%
65 | -2% | 9%
66 | -5% | -2%
67 | -8% | -1%
68 | -5% | 0%
69 | -4% | -4%
70 | 45% | -35%
71 | -6% | -5%
72 | 9% | -3%
73 | 0% | 5%
74 | -3% | -13%
75 | 6% | 9%
